TDP1 cell noCPT: qHTS for Inhibitors of human tyrosyl-DNA phosphodiesterase 1 (TDP1): qHTS in cells in absence of CPT; DT40 Tdp1-/- hTDP1 cells, no CPT, ATP luminescence, 48 h; Potency, µM (doses to about 46.2 µM), inactives show at the highest dose activity change, negative = growth inhibition, usual class: inhibitors; 15% of 420,000 active; further: nearly all actives have a fitted effect of over 55% in size
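Growth kinetics read by CellTiter-Glo luminescence after ≥48 hr at 37 °C. Cells: DT40 Tdp1-/- stably carrying human TDP1, 400 per well, compound exposure in the absence of CPT (DMSO vehicle).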
DT40 TDP1 CPT: DT40-hTDP1 cell growth loss with CPT. chicken DT40 Tdp1-/-;hTDP1 cells + 20 nM CPT, ATP luminescence, 48 h. Potency, µM (titrated, usually from 46.2 µM), inactives show at the top dose activity change, negative = growth inhibition, most hits filed as inhibitors. 12% of 420,000 active. AID 686979; further: nearly all actives have a fitted effect of over 55% in size
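Chicken DT40 Tdp1-/- cells stably complemented with human TDP1 were seeded at 400 cells/well in medium containing 20 nM camptothecin, exposed to pin-transferred compounds, and grown at 37 °C for at least 48 hr. Viability was read as ATP luminescence.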
TDP1 block: blocks human tyrosyl-DNA phosphodiesterase 1 | Q9NUW8 | recombinant TDP1, AlphaScreen DNA substrate cleavage | Potency, µM (top dose mostly 130 µM), for the others: top-dose activity change, negative = inhibition, actives largely listed as inhibitors | 0.28% of 350,000 active | AID 485290; further: nearly all actives have a fitted effect of over 40% in size
Target sequence (Q9NUW8 whole entry, looked up): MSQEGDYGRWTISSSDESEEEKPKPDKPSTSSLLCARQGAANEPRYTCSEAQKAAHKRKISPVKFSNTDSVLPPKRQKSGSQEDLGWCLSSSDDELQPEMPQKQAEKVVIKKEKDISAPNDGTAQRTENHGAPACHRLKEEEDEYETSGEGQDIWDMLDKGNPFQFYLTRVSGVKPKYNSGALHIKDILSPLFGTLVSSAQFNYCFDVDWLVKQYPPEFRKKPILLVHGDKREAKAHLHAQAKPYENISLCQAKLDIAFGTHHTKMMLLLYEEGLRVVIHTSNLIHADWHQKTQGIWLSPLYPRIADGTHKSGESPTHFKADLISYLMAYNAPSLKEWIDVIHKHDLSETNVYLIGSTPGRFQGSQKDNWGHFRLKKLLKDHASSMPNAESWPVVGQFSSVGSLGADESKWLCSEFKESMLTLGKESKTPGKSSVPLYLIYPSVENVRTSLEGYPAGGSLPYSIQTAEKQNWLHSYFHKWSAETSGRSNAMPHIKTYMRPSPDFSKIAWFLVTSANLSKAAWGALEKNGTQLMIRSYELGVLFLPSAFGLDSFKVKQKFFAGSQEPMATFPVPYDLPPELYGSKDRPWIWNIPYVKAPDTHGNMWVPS
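AlphaScreen read-out: signal falls as enzyme removes the 3' tyrosine-FITC from a 5'-biotinylated DNA oligo (15 nM, 5 min, RT). Enzyme was E. coli-made recombinant Tdp1 at 1 nM, exposed to compound for 15 min beforehand; beads 10 ug/ml, 10 min.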
Numbers without * were called inactive; ? = inconclusive; . = not tested or not shown; & = joins results of further samples; [ ] = another dose, or the depositor's remark. The call rests on the fitted dose curve; in most records, active means well fitted curve in the direction sought with a large enough effect; inconclusive means small, poorly fitted or top-dose-only effect, or another doubt; inactive means no such curve, though single readings can be large; an effect the other way counts as inactive or inconclusive. On the % scale 0 is the no-effect control and ±100 the full control effect; potency means the concentration at half of the fitted maximal effect. The order is random. Share with any hit: about 18%.

The line under a structure holds: TDP1 cell noCPT	DT40 TDP1 CPT	TDP1 block
COc1ccc(S(=O)(=O)N2CCC(C(=O)NC3CCCC3)CC2)cc1C
 : -14%	8%	.
CCN(CC(=O)Nc1ccccc1C(F)(F)F)C(=O)c1ccc(=O)n(Cc2ccccc2)n1
 : -16%	-25%	.
CC(=O)Nc1ccc(Nc2cc(-c3ccccc3)nc3ncnn23)cc1
 : -17%	-22%	2%
NNC(=O)c1nnn(-c2nonc2N)c1CN1CCc2ccccc2C1
 : -13%	1%	7%
CCN(CC)S(=O)(=O)c1ccc(N2CCOCC2)c(NC(=O)Cc2ccccc2)c1
 : 4%	3%	3%
CC(C)Cc1ccc(/C=C/C(=O)NC2CC2)cc1
 : ?	-22%	-2%
C=CCNCCCOc1ccc(Cl)cc1C(C)(C)C
 : ?	?	-11%
COc1ccc(CNC(=O)CNC(=O)c2cccs2)c(OC)c1
 : 20%	-12%	0%
CC(=O)NC(CC(=O)OCC(=O)c1c(N)n(C)c(=O)n(C)c1=O)c1ccccc1 (stereo not given)
 : ?	?	-3%
O=C(C1CCCN(c2ncnc3c2nc2n3CCCCC2)C1)N1CCCCC1 (stereo not given)
 : ?	?	3%
COc1ccc(/C=C/C(=O)c2ccc(Cl)cc2)c(OC)c1
 : 18µM*	-20%	-4%
COc1ccccc1C(CCNS(=O)(=O)c1ccc(C)cc1)c1ccco1 (stereo not given)
 : ?	?	4%
Cc1ccnc(SCc2cc(=O)c(OC(=O)c3ccc(Cl)c([N+](=O)[O-])c3)co2)n1
 : -4%	-16%	7%
COc1ccc(N=Cc2ccccc2O)cc1
 : -7%	-7%	.
CC(C)(C)NC(=O)COC(=O)c1ccc2c(c1)C(=O)N(Cc1ccco1)C2=O
 : -12%	25%	6%[0.0935 µM]
O=Cc1ccc(OC(=O)/C=C/c2ccccc2)cc1
 : 8%	-25%	.
COc1ccc(C(=O)Nc2ccc(-n3nncc3-c3ccc(OC)c(OC)c3)cc2)cc1
 : 21µM*	21µM*	8%
COc1ccc(N2CCN(C(=O)[C@@H](NC(=O)c3ccccc3Cl)C(C)C)CC2)cc1
 : ?	?	-4%
CC(C)CNc1ncnc2c1cnn2Cc1ccc(Cl)cc1
 : ?	?	3%
O=C(O)C(O)C(O)c1nc2ccccc2[nH]1 (stereo not given)
 : 0%	1%	-3%
COc1ncnc2c1NC1=C(S2)C(=NCCC(=O)O)CC(C)(C)C1
 : -24%	-5%	-5%
Cc1ccccc1NCCNc1ccccc1C
 : -1%	17%	6%
CCc1ccccc1Nc1nc(N)nc(COC(=O)CCS(=O)(=O)c2ccccc2)n1
 : -13%	3%	.
O=C(NCCn1cc(SCc2ccc(F)cc2)c2ccccc21)c1c(F)cccc1F
 : ?	?	6%&-3%
Cc1ccc(C(=O)COC(=O)c2cc(-c3ccccc3)nc3ccccc23)cc1C
 : 20%	25%	-4%[12.3 µM]
CC(C)(C)[C@H]1COC(=O)[C@@H](Cc2ccc(F)cc2)C/C=C\C[C@@H](CC(=O)N[C@@H](CO)Cc2ccccc2)C(=O)N1
 : 18µM*	?	2%
O=C(Nc1ccccc1CC[N+](=O)[O-])N1CCN(c2ccccc2)CC1
 : ?	?	3%
Cc1ccccc1NC(=O)c1ccc(F)c(S(=O)(=O)N2CCc3ccccc3C2)c1
 : ?	-4%	8%
CCc1ccc(S(=O)(=O)Nc2cc3c(C(=O)OCc4ccccc4)c(C)oc3c3ccccc23)cc1
 : ?	?	.
Cc1cc(-c2cc(-c3ccc(Cl)cc3)on2)nc(NCC2CC2)n1
 : -11%	?	4%
CCOC(=O)C(Cc1ccc(O)cc1)NC(=O)CCc1c[nH]c2ccccc12 (stereo not given)
 : -3%	-4%	.
COc1ccccc1CNC(=O)CN(C)S(=O)(=O)c1ccc(Br)s1
 : -22%	-3%	1%
COc1cc(CSc2ncn[nH]2)c(OC)cc1CSc1ncn[nH]1
 : -2%	-20%	2%
Cc1c(N/C=C/C(=O)c2ccc(Cl)cc2)c(=O)n(-c2ccccc2)n1C
 : -18%	0%	2%
Cc1cc(=O)oc2cc(OCc3ccc(C(=O)OCC(=O)NC4CCS(=O)(=O)C4)cc3)ccc12 (stereo not given)
 : ?	-12%	8.9µM*
O=C(Nc1ccccn1)c1ccc(CN(c2ccccc2)S(=O)(=O)c2ccccc2)cc1
 : ?	?	3%
Cc1ccc2nc(N3CCN(C(=O)c4ccccc4F)CC3)c(C#N)cc2c1
 : ?	?	.
Cc1ccc2oc(=O)c3cnn(CC(=O)N(CCN(C)C)Cc4ccco4)c3c2c1
 : -16%	-6%	9%
O=C(Nc1cc(Cl)cc(Cl)c1)c1ccc(F)c(S(=O)(=O)NC2CCCCC2)c1
 : ?	?	5%
CCCN(CC(=O)Nc1ccccc1C)C(=O)/C=C/c1ccc(OCC)c(OC)c1
 : -20%	?	-2%

Profiles from above. Screens in order: TDP1 cell noCPT	DT40 TDP1 CPT	TDP1 block
Profile of Cc1ccc2nc(N3CCN(C(=O)c4ccccc4F)CC3)c(C#N)cc2c1 : ?	?	.
Profile of O=C(Nc1ccccn1)c1ccc(CN(c2ccccc2)S(=O)(=O)c2ccccc2)cc1 : ?	?	3%
Profile of Cc1ccc2oc(=O)c3cnn(CC(=O)N(CCN(C)C)Cc4ccco4)c3c2c1 : -16%	-6%	9%
Profile of CCOC(=O)C(Cc1ccc(O)cc1)NC(=O)CCc1c[nH]c2ccccc12 (stereo not given) : -3%	-4%	.
Profile of COc1cc(CSc2ncn[nH]2)c(OC)cc1CSc1ncn[nH]1 : -2%	-20%	2%

Continued.
The line under a structure holds: TDP1 cell noCPT	DT40 TDP1 CPT	TDP1 block
Clc1ccc(-c2ccc(/C=N/Nc3nncc(-c4ccccc4)n3)o2)cc1
 : ?	?	8%
CCN(CC)C1CCN(C(=O)c2ccc(OC3CCN(C(=O)CCOC)CC3)cc2)C1 (stereo not given)
 : 1%	6%	.
O=C(O)c1cc(Sc2ccc(Br)cc2)nc2ccccc12
 : ?	3%	5%
COc1ccc(NC2CS(=O)(=O)CC2NCc2ccco2)cc1 (stereo not given)
 : -13%	6%	2%
Cc1c(C(=O)c2ccccc2)c2ccccn2c1CCc1ccccn1
 : -21%	?	6%
CCCCN1C(=O)Nc2ccccc2S1(=O)=O
 : -11%	-17%	0%
O=C(NCC1CCCO1)c1onc(CSc2ccc(F)cc2)c1C(=O)O (stereo not given)
 : 8%	-3%	4%
Cc1cc(=O)oc2cc(OCC(=O)NC(Cc3c[nH]c4ccc(O)cc34)C(=O)O)c(Cl)cc12 (stereo not given)
 : 16%	7%	.
CNS(=O)(=O)c1cccc(C(=O)OCc2cc(=O)oc3c(C)c(O)ccc23)c1
 : 18µM*	?	-19%
COc1ccc(C(C)=O)cc1COC(=O)c1ccc2ccccc2n1
 : -2%	3%	2%
O=C(NC1CCOCC1)C1CCC(=O)N(Cc2ccc(Cl)cc2)C1 (stereo not given)
 : -2%	-2%	1%
COc1ccc(-c2cc(C)nc(SCc3cccc(C(=O)O)c3)n2)cc1
 : -1%	-15%	3%
O=S(=O)(c1ccc(F)cc1)N1CCn2c(nc3ccccc32)C1
 : ?	-6%	0%
Cc1cc(F)ccc1NC(=O)C1CCC(CNS(=O)(=O)c2ccc3c(c2)CCCC(=O)N3)CC1 (stereo not given)
 : -28%	?	5%
COc1ccc(CN(C(=O)c2cccc(OC)c2)C2CCS(=O)(=O)C2)cc1 (stereo not given)
 : 5%	17%	7%
C[C@@H]1CN([C@H](C)CO)S(=O)(=O)c2ccc(Br)cc2O[C@H]1CN(C)C(=O)Nc1ccccc1
 : ?	?	.
COc1ccc(Cl)cc1NC(=O)COC(=O)C1CCCCC1
 : 26%	5%	-13%
CN1/C(=C\C(=S)NC(=O)c2ccccc2Cl)C(C)(C)c2ccccc21
 : 4.6µM*	7.3µM*	11%
COc1ccccc1C(=O)NCCSCc1ccccc1Cl
 : ?	-11%	1%
CC(C)Cc1cc(CNC(=O)C2CCC(=O)N(Cc3cccc(C(F)(F)F)c3)C2)on1 (stereo not given)
 : ?	?	2%
O=[N+]([O-])c1ccc2nnn(O)c2c1
 : ?	-1%	1%
CCOc1ccc(OC(=O)c2cccnc2)cc1
 : -20%	-29%	6%
CCN(CC(=O)Nc1ccc(C(C)=O)cc1)CC(=O)Nc1ccccc1C(F)(F)F
 : -6%	10%	5%
Cc1noc(C)c1S(=O)(=O)N1CCC(C(=O)N2CCN(c3ccccc3Cl)CC2)CC1
 : 21µM*	?	-2%
O=S(=O)(Cc1noc(-c2ccc(Cl)cc2)n1)Cc1ccco1
 : -16%	?	3%
O=C(CNC(=O)N1CC(=O)Nc2ccccc21)Nc1ccccc1
 : 13%	10%	4%
COc1ccc(-c2cn3c(n2)sc2cc(C(=O)NCCCN4CCCCC4)ccc23)cc1
 : 0.73µM*	1µM*	-3%
O=c1[nH]cncc1OCc1ccccc1
 : 11%	6%	.
CCOc1ccc(OCC)c(NC(=O)c2cnc3c(-c4ccccc4)c(C)nn3c2C)c1
 : ?	?	3%
CCCC(NCC(O)COc1ccc(-c2ccccc2)cc1)c1ccccc1 (stereo not given)
 : 4.1µM*	7.3µM*	-3%
CCOc1cc(C)nc(Oc2ccc(=O)[nH]n2)n1
 : -18%	0%	5%
Cc1cc(Nc2cccc(C)c2C)n2nc(C)nc2n1
 : -21%	1%	5%
O=C(COC(=O)c1cc([N+](=O)[O-])ccc1N1CCOCC1)c1ccc(F)cc1
 : ?	-23%	3%
CC(C)NC(=O)c1cc2ccccc2o1
 : -28%	-16%	3%
Cc1ccc(S(=O)(=O)NCCc2nnc3ccc(SCC(=O)Nc4ccc(F)cc4F)nn23)cc1
 : 5%	-22%	3%
O=c1c2ccccc2nc(SCc2nnc(-c3ccccc3Br)o2)n1Cc1ccco1
 : ?	?	6%
O=C(NCCSCc1ccco1)c1ccc(CN2CCOCC2)cc1
 : -25%	-13%	4%
Cc1ccc(Cn2c(/C=C/c3ccco3)nc3ccccc32)cc1
 : 15µM*	?	-3%
COc1ccc2[nH]cc(CCNc3ncncc3-c3cccc(C#N)c3)c2c1
 : ?	0.0046µM*	.
Cc1cc(C)cc(NC(=S)/C(=C(\[O-])c2ccc(Cl)cc2Cl)[n+]2ccccc2)c1
 : -26%	?	5%
COc1ccc(N2CCN(Cc3cc(OC)c(O)c([N+](=O)[O-])c3)CC2)cc1
 : 8%	10%	-3%
CC(NC(=O)Nc1ccccc1)C(c1cccs1)N1CCN(c2ccccc2)CC1 (stereo not given)
 : 23µM*	13µM*	.
O=C(COC(=O)[C@H](Cc1ccccc1)N1C(=O)c2ccccc2C1=O)Nc1ccc2c(c1)OCO2
 : ?	-12%	7%
CSc1nc(-c2ccccc2)nn1C(=O)c1ccco1
 : -4%	4%	8%
COc1ccc(CCC(=O)NC2CC(=O)N(c3ccc(F)cc3)C2)cc1 (stereo not given)
 : -6%	2%	-3%
CCOc1ccc(S(=O)(=O)N2CCCC(C(=O)NCC3CCCO3)C2)cc1Cl (stereo not given)
 : ?	?	0%
COc1cccc(S(=O)(=O)Nc2ccc3c(c2)OCCO3)c1
 : ?	?	.
Cc1cc(N2CCN(S(=O)(=O)c3ccccc3)CC2)nc2c(C)cccc12
 : 10%	?	1%
CC(C)Oc1ccc(C(=O)N2CCC(c3nc4ccccc4o3)CC2)cc1
 : 18µM*	?	7%
O=C(/C=C/c1ccc(Br)cc1)NCCCn1ccnc1
 : -27%	-17%	.

Continued.
The line under a structure holds: TDP1 cell noCPT	DT40 TDP1 CPT	TDP1 block
COc1ccc(-n2nc(C(=O)NCC(=O)N3CCN(c4ccc(F)cc4)CC3)c3ccccc3c2=O)c(OC)c1
 : ?	21µM*	-6%
C=C(C)CNC(=S)N/N=C/C1=CCC2CC1C2(C)C (stereo not given)
 : 7.3µM*	7.3µM*	0%
O=C(CC1C(=O)NCCN1Cc1c(F)cccc1Cl)NCCCn1ccnc1 (stereo not given)
 : 6%	0%	5%
COc1ccccc1CNC(=O)CSCc1cnn(-c2ccccc2)c1-n1cccc1
 : 16µM*	?	5%
CCOc1ccc(/C=C/c2nc3ccccc3n2S(=O)(=O)c2cccc(Cl)c2)cc1
 : 6.5µM*	7.3µM*	7%
COc1ccc(CNC(=O)C[C@H]2C[C@H](C(=O)N(C(C)C)C(C)C)[C@@]3(C)c4[nH]c5cc(-c6ccco6)ccc5c4CCN3C2=O)cc1OC
 : ?	18µM*	5%[56.1 µM]
N=c1oc2ccccc2cc1C(=O)N/N=C/c1ccccc1
 : -7%	-6%	13%

From PubChem BioAssay
